# V1R ag counter = V1a receptor agonism, counter-screen for OXTR agonists | CHO-V1R cells, Fluo-8 calcium fluorescence, agonist mode; 0% DMSO, 100% 3 nM vasopressin | activation, % at 3 µM | actives 0.25% (n = 320,000) | AID 2797;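 active = activation above the mean activation of all tested compounds plus 3 SD, per screening run, cut at about 20% in these data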;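 also: signal is peak over basal fluorescence ratio across a 100 second FLIPR read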
# CHO parental Ca = counter-screen: ATP calcium response change in parental CHO cells. actives 0.63% (n = 330,000). parental CHO-K1, ATP-induced calcium, Fluo-8 fluorescence. inhibition, % at 5.6 µM;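 active = inhibition above that plate's mean sample inhibition plus 3 SD, cut at about 26% in these data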;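 also: 0% = ATP-challenged DMSO wells and 100% = DMSO wells without ATP; some compounds past the cut are filed as inactive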
#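 material = parental CHO cells | also added = ATP as calcium-mobilizing challenge | dosing = single point at 5.6 µM | detection = intracellular calcium via Fluo-8 no-wash fluorescent dye | read-out = % inhibition | benchmarks = low control ATP plus DMSO, high control DMSO only | repeats = one well per compound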
# TAAR1 agonist = human TAAR1 agonism; Q96RJ0; CHO RD-HGA16 TAAR1, Fluo-8 calcium fluorescence; vehicle wells 0%, saturating PEA agonist 100%; activation, % at 3 µM; actives 0.99% (n = 360,000); AID 624467;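 active = activation above the mean activation of all test compounds in the run plus 3 SD, cut at about 38% in these data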
# Target sequence (Q96RJ0 whole entry, looked up): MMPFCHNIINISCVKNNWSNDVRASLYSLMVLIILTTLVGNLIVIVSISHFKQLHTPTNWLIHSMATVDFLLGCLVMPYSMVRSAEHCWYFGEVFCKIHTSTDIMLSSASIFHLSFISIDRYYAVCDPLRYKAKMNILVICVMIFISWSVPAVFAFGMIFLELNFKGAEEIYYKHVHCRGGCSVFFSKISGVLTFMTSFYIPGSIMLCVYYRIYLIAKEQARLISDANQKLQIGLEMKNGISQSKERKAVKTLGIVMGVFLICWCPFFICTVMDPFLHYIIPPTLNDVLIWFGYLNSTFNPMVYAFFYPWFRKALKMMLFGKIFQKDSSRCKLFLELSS
#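 Repeats: no replicates (n 1) | Material: CHO-derived RD-HGA16 cells with stable Gα16 and human TAAR1 | Technique: Kinetic Fluo-8 calcium fluorescence | Schedule: 17-24 h seeding, 75 min 37 °C dye, 30 min RT | Evaluation: % activation from peak over basal fluorescence ratio, DMSO-to-PEA scaled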
# CHO-K1 Ca ag = M1 agonist counterscreen hit in parental CHO-K1 cells; Fluo-8 calcium fluorescence; scaled to maximal ATP response, vehicle zero; activation, % at 3 µM; actives 0.48% (n = 360,000); AID 602248; in the data active = activation above about 15%;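 also: untransfected CHO-K1 host cells lacking M1 receptor as counterscreen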
# M1 PAM parental = M1 PAM counterscreen hit in parental CHO-K1 cells | ATP EC20, Fluo-8 calcium fluorescence; 0% at ATP EC20, 100% at ATP max | activation, % at 3 µM | actives 0.02% (n = 360,000) | AID 602247;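 active = activation above the run cutoff, the mean activation of all test compounds plus 3 SD, cut at about 40% in these data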;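 also: peak over basal fluorescence ratio in a 140 s read after ATP addition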
# CHO-K1 Ca antag = nonselective inhibitor or artifact in parental CHO-K1 cells; ATP-induced calcium, Fluo-8 fluorescence; inhibition, % at 3 µM; actives 0.6% (n = 360,000); AID 602250;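 active = inhibition above a per-plate cutoff, the plate's mean sample inhibition plus 3 SD, cut at about 24% in these data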;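 also: 0% = DMSO plus EC80 ATP and 100% = DMSO alone without ATP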
# OXTR potentiator = potentiates the human oxytocin receptor response; P30559; CHO-OTR cells, Fluo-8 calcium fluorescence, potentiator mode; 0% = oxytocin EC15, 100% = EC100; activation, % at 3 µM; actives 0.061% (n = 320,000);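 active = activation above that plate's cutoff, the mean activation of tested compounds plus 3 SD, cut at about 6.6% in these data, passing the limit was not always enough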;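 also: 100% uses oxytocin at 75 nM as the full agonist control; some results filed as inactive read as strong as hits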
# Target sequence (P30559 whole entry, looked up): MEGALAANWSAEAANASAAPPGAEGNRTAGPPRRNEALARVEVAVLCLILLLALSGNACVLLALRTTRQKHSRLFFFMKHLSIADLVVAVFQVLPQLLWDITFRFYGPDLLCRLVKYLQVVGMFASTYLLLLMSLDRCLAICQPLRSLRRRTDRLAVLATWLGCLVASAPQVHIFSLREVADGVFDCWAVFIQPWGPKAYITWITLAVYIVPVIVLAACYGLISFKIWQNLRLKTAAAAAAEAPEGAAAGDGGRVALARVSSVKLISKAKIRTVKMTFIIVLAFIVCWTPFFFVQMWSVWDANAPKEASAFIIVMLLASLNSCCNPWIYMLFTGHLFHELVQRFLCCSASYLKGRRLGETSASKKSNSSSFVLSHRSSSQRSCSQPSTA
#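 Measured by – Fluo-8 calcium dye fluorescence · Test system – human OTR in CHO cells · Dosing – one concentration, 3.0 µM compound · Controls – EC15 oxytocin alone as 0%, 75 nM oxytocin as 100% · Evaluation – normalized max/min fluorescence ratio, % activation · Timing – 6 min pre-incubation, 100 s read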
# TAAR1 antag = human TAAR1 antagonism; Q96RJ0; CHO RD-HGA16 TAAR1, Fluo-8 calcium fluorescence, antagonist; inhibition, % at 3 µM; actives 1.5% (n = 360,000); AID 624466;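 active = inhibition above a per-plate cutoff, the mean inhibition of test compounds on that plate plus 3 SD, cut at about 49% in these data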;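 also: 0% = DMSO plus EC80 beta-PEA response and 100% = DMSO alone without agonist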
#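 Test system – hTAAR1-expressing CHO RD-HGA16 cells, Gα16-coupled · Also added – β-PEA at EC80 concentration, post-compound challenge · Compound – 3 µM, single point · Incubation – dye loading 75 min at 37 °C, then 30 min room temperature · Measured by – Fluo-8 intracellular calcium dye fluorescence, real-time kinetic reads · Benchmarks – vehicle and agonist controls · Replicates – singlicate, one well per test compound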
# CHRM1 agonist = human M1 muscarinic receptor agonism. P11229. actives 0.33% (n = 360,000). CHO-K1 hM1, Fluo-8 calcium fluorescence, agonist mode; 0% DMSO, 100% acetylcholine EC100. activation, % at 3 µM;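 active = activation above the run's mean compound activation plus 3 SD, cut at about 16% in these data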;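 also: peak over basal fluorescence ratio within a 140 s kinetic read after compound addition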
# Active calls of the source: *; nt = not tested or not shown.
SMILES,V1R ag counter,CHO parental Ca,TAAR1 agonist,CHO-K1 Ca ag,M1 PAM parental,CHO-K1 Ca antag,OXTR potentiator,TAAR1 antag,CHRM1 agonist
Clc1ccc(Sc2ccc(/C=N/n3cnnc3)o2)cc1,-0.3,-6,11,0.1,5,-5,-14,-4,-3
CC1(C)Cc2c(sc3c2c(=N)n(Cc2ccco2)c(=O)n3Cc2ccc(F)cc2)CO1,0.4,-29,12,-0.3,-8,17,-6,-29,-4
Cc1csc(SCC(=O)NCc2ccc3c(c2)OCO3)n1,-0.1,3,0,0.0,0,-5,-4,-5,-4
O=S1(=O)CCN2C=Nc3sc4c(c3C2=N1)CCCC4,0.8,-24,7,1.1,26,-10,-5,6,-4
COc1cc2c(=O)n(CCC(=O)NCC3CCCO3)c(=O)n(CC(=O)Nc3ccc(C)cc3)c2cc1OC (centres undefined),1.0,-2,0,0.6,-14,-10,-4,15,-4
CC(=O)c1cc2c(cc1NC(=O)CCCC(=O)O)OCO2,-0.2,-12,-3,-0.3,-2,10,-7,8,-3
CC1(C(=O)N(c2ccccc2)C(C(=O)NC2CCCC2)c2ccccn2)CC(=O)N=C2C=CC=CN21 (centres undefined),0.3,15,7,0.0,16,-6,-5,-11,-3
COC(=O)c1ccccc1NC(=O)C1CCCCC1C(=O)O (centres undefined),-0.4,8,5,0.2,12,-23,4,9,-7
C[C@@H]1CN([C@@H](C)CO)C(=O)c2cc(Br)cnc2O[C@H]1CN(C)C(=O)c1ccc2c(c1)OCO2,nt,nt,3,0.6,12,-4,nt,2,-4
Cn1cnc([N+](=O)[O-])c1C(=O)Nc1cccc([N+](=O)[O-])c1,0.0,-9,6,0.2,2,-7,-12,2,3
CC(C)(C)c1ccc(NC(=O)COC(=O)C2(C)CC2(Cl)Cl)cc1 (centres undefined),0.2,3,8,1.1,-15,2,-10,52*,-5
CC1(C)OC(C)(C)/C(=C\c2ccc(OCC(N)=O)cc2)C1=O,3.0,-3,22,5.9,8,-9,-5,30,-1
CCS(=O)(=O)C1=NSC2=NC(=O)/C(=C\c3ccc(OS(=O)(=O)c4ccccc4)c(OC)c3)C(=N)N21,1.9,0,nt,1.9,3,-8,-8,nt,-3
O=C(CSc1nc(-c2ccncc2)nn1CC(=O)N1CCCCC1)NC1CCCC1,0.8,-9,15,0.3,26,-14,-5,8,-4
CCCS(=O)(=O)N1CCCC(C(=O)Oc2ccccc2Cl)C1 (centres undefined),0.9,-5,0,1.3,10,-3,-1,-7,-2
Cc1ccc(NC(=O)Cn2c(=O)c3cccn3c3ccccc32)cc1,-0.1,2,6,0.1,4,-17,-2,-16,-4
COc1ccc(-c2nnc3sc(CN4C(=O)c5ccccc5C4=O)nn23)cc1,0.8,-20,2,0.7,24,-11,-3,0,-5
COc1ccc(C2C(C(C)=O)=C(O)C(=O)N2Cc2cccnc2)cc1 (centres undefined),0.7,-5,2,0.4,17,-26,0,18,-1
O=C(Nc1cccc([N+](=O)[O-])c1)C1C2CC/C=C\CCC21 (centres undefined),-0.4,-24,-2,4.0,8,1,-8,-2,-2
CCCCOC1(c2ccccc2)OC(=O)c2ccccc21 (centres undefined),-0.8,-2,31,-0.8,2,-3,-3,29,-13

# The last 4 records of the section above open the next one:
SMILES,V1R ag counter,CHO parental Ca,TAAR1 agonist,CHO-K1 Ca ag,M1 PAM parental,CHO-K1 Ca antag,OXTR potentiator,TAAR1 antag,CHRM1 agonist
COc1ccc(-c2nnc3sc(CN4C(=O)c5ccccc5C4=O)nn23)cc1,0.8,-20,2,0.7,24,-11,-3,0,-5
COc1ccc(C2C(C(C)=O)=C(O)C(=O)N2Cc2cccnc2)cc1 (centres undefined),0.7,-5,2,0.4,17,-26,0,18,-1
O=C(Nc1cccc([N+](=O)[O-])c1)C1C2CC/C=C\CCC21 (centres undefined),-0.4,-24,-2,4.0,8,1,-8,-2,-2
CCCCOC1(c2ccccc2)OC(=O)c2ccccc21 (centres undefined),-0.8,-2,31,-0.8,2,-3,-3,29,-13
CCOC(=O)C1CCCN(C(=O)Cn2sc3nc(C)cc(C)c3c2=O)C1 (centres undefined),2.8,-3,nt,3.8,29,-10,8,nt,22*
O=C1CNCc2[nH]c3ccccc3c2N1c1ccccc1,0.4,-3,6,0.8,14,-4,-3,-19,-5
COc1cccc(NC(=S)N(CCCN2CCOCC2)C(C)c2cc3ccccc3o2)c1 (centres undefined),-0.1,-2,1,-0.1,2,-6,-13,-42,-7
CC(C)CC(N)c1csc(Nc2ncccn2)n1 (centres undefined),nt,nt,1,0.2,5,-9,nt,6,-3
O=C(NCCOc1ccccc1)C(=O)c1c[nH]c2ccccc12,0.3,16,6,1.2,-4,-1,-1,-26,-1
O=S(=O)(Nc1cccnc1)c1ccc(Cl)cc1,0.5,-2,0,0.8,13,-10,-7,-2,-1
N/C(=N\c1nc2c(c(=O)[nH]1)CCC2)Nc1cccc2ccccc12,-0.4,0,13,-0.3,2,-5,-5,10,-2
CCN1CCN(c2nc(Nc3cccc(F)c3)nc(N)c2[N+](=O)[O-])CC1,0.3,-13,1,0.2,-18,21,6,-8,2
O=C(C(Cl)Cl)N1CC2CCC(CC2)C1,nt,nt,2,0.5,12,-11,nt,-24,-4
O=C(Cn1nnc(-c2ccccc2)n1)N/N=C/c1ccc(-c2ccc(Cl)cc2)o1,-0.8,-2,0,0.1,9,6,-15,-11,-6
Cc1c(Cl)c(-c2n[nH]c(=S)n2Cc2ccco2)nn1C,3.7,6,0,0.9,28,-10,-12,6,-3
COc1ccc(N2CCN(C(=O)c3ccc4c(c3)CC(c3ccccc3)OC4=O)CC2)cc1 (centres undefined),nt,nt,1,0.7,0,-2,nt,-16,-5
CC(=O)OCc1c(C(F)(F)F)nn(C)c1Oc1ccccc1,-1.3,-4,11,-0.2,-4,9,2,-2,-6
CCN(CC)C(=O)Cn1cc(S(=O)(=O)CC(=O)NCc2ccccc2)c2ccccc21,0.1,-7,0,0.3,1,-4,-3,-4,-2
CC(C)CCNC(=O)c1cc2c(=O)n3ccccc3nc2s1,-0.1,-18,7,0.2,13,-6,-8,5,-2
COc1cc(C2NC(=O)NC(C)=C2C(=O)OC2CCC(C)CC2)ccc1O (centres undefined),1.1,-12,0,1.2,17,-5,-11,-8,2
Cc1ccc(CNc2nc(-c3cccnc3)nc3ccccc23)cc1,3.3,-26,4,4.0,8,-7,-7,28,-10
Fc1ccc(-n2nnnc2-c2cnc(-c3cccs3)nc2C(F)(F)F)cc1,1.1,51*,16,4.6,15,13,-19,79*,2
O=[N+]([O-])c1ccc(NC2CCCC2)cc1,-0.7,-12,7,3.0,23,-3,-2,-9,-7
CCc1cccc(C)c1NC(=O)COC(=O)CCn1c(C)csc1=O,nt,nt,1,0.2,19,-13,nt,-20,-2
COc1cc(C(c2nnnn2C2CCCC2)N2CCN(C(=O)c3ccco3)CC2)cc(OC)c1OC (centres undefined),1.3,-19,-2,1.5,14,-5,-4,-1,-1
Cc1cc(C)cc(NC(=S)N(CCN(C)C)Cc2cccs2)c1,0.3,-13,1,0.5,-3,-2,-2,-14,-5
COCCN1C(=O)c2oc3ccccc3c(=O)c2C1c1ccc(C(=O)OC)cc1 (centres undefined),0.1,-9,1,-0.1,20,0,5,-7,-2
CCC(CO)Oc1cc(NCc2ccccc2)c2ncn(C(C)C)c2c1 (centres undefined),0.3,-20,5,-0.4,0,-5,5,-8,-7
CCCN(CCC)C1Sc2ccc(C(=O)OC)cc2NC1=O (centres undefined),0.4,-5,16,0.2,9,-26,-7,20,-3
CCC(NC(=O)c1cc(COc2ccc(C)nc2)on1)c1ccc(C)cc1 (centres undefined),23*,1,49*,6.5,-13,10,-18,8,11
O=C1COc2ccc(C(=O)COC(=O)c3ccccc3Cl)cc2N1,3.9,-6,11,0.6,-25,14,-7,28,4
CCOC(=O)C1CCN(S(=O)(=O)Cc2ccccc2)C1=O (centres undefined),0.1,-4,2,0.0,5,4,-5,10,-2
C/C(=N\NC(=O)c1nnn(-c2nonc2N)c1C)c1ccc(OCc2ccccc2)cc1,0.2,-16,2,0.7,-2,-5,2,-19,-2
N#CCCN(C(=O)COC(=O)c1ccc(S(=O)(=O)N2CCCC2)cc1)c1cccc(Cl)c1,3.5,-12,3,1.1,0,-3,-7,4,-8
C[C@@H](C(=O)OCC(=O)NCCc1ccc(S(N)(=O)=O)cc1)N1C(=O)C2CCCCC2C1=O (some centres undefined),0.6,4,4,0.4,19,-13,-3,20,-3
Cc1cc(=O)oc2cc(OCC(=O)N3CCN(c4ccc(F)cc4)CC3)c(Cl)cc12,1.7,-2,0,0.4,-7,-11,-4,1,-2
CCOC(=O)c1ccc(Oc2ccc(C(F)(F)F)cn2)cc1,0.6,0,8,-0.2,-11,8,-11,-9,-7
CCOCCCNC(=O)c1cc(C)nn1-c1ccccc1,-0.3,3,0,0.0,8,1,-5,-2,0
O=C(CC1C(=O)NCCN1Cc1ccccc1)NC1CCCCC1 (centres undefined),nt,nt,0,-0.1,14,-10,nt,-5,-3
N#Cc1c(-c2ccccc2)ccnc1Oc1ccccc1,-1.5,-13,-1,2.5,11,0,-10,2,-4
COc1ccc(CCN2C(=NC(=O)C(C)C)SC3CS(=O)(=O)CC32)cc1OC (centres undefined),0.0,-10,0,0.7,10,-3,-3,-11,-2
CC(=O)c1c(C)n([O-])c2cc(F)c(F)cc2[n+]1=O,0.9,-12,2,0.8,18,-13,0,-12,-4
COC(=O)N/N=C/c1ccc(Oc2ccccc2)cc1,-0.5,1,0,0.2,14,-19,-6,8,-4
CCCn1c(Oc2ccccc2)nc2c1c(=O)n(C)c(=O)n2C,0.5,-9,-1,0.9,29,10,-6,4,-1
CN(C)C(=O)c1ccc(NC(=O)c2cccc(S(=O)(=O)N3CCCc4ccccc43)c2)cc1,2.8,-19,3,2.8,-4,0,-10,-19,-4
C=CCc1cc(/C=C2/NC(=O)NC2=O)cc(OCC)c1O,0.9,-8,10,0.2,13,-13,-15,0,-4
COc1ccc(CN(CCN2CCOCC2)C(=O)c2c(F)cccc2F)cc1OC,-0.3,-8,11,1.0,0,-5,-4,-14,-5

# Screens as filed in PubChem BioAssay.
